Cav32 inh – inhibitors of human Cav3.2 T-type calcium channel. AID 449739. 100,000 tested, 4% active. O95180. Cav3.2-expressing cells, Fluo-4 calcium fluorescence FDSS; active compounds read low. B-score at 10 µM;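 active means single-dose well whose peak fluorescence ratio is a statistical outlier from its plate by either plate-standardised score or position-corrected B-score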
The depositor's hits bear a star.

Cav32 inh | canonical_smiles
-2.39 | CCCc1cc(C(=O)Nc2ccccc2SC)no1
-5.98* | O=C1CN(C(=O)COC(=O)c2cccc(S(=O)(=O)NCc3ccccc3)c2)c2ccccc2N1
-1.05 | O=C(Cn1nc(C(F)F)cc1C(F)F)NNC(=S)Nc1ccc(Cl)cc1
-1.71 | CCOc1ccc(C2=[N+]([O-])C(C)(C)N(O)C2(C)C)cc1
-1.29 | O=C(Nc1ccc(O)c(-c2nc3ccccc3o2)c1)C1(c2ccccc2)CCCC1
-0.502 | COc1ccc(NC(=O)COc2nsnc2N2CCCCC2)cc1
0.773 | O=C(NCc1ccco1)c1cc(-c2ccccc2)nn1CC1CC(c2cccnc2)=NO1 (stereo not given)
0.145 | COc1cccc(C2(O)CCN(C(=O)C3CCC3)CC2)c1
1.14 | CC(=O)N1CC=CC1(C)C(=O)O (stereo not given)
-1.31 | Cc1cccc(OCC(=O)NCCN2CCOCC2)c1
0.117 | COc1ccc(C2C(C#N)=C(N)Oc3cc(O)ccc32)cc1OC (stereo not given)
-2.77 | CCC(C(=O)Nc1ccccc1OC)n1c(C(=O)OC)cc2ccsc21 (stereo not given)
1.31 | Nc1nc(SCC(=O)N2CCc3ccccc32)[nH]c(=O)c1-c1ccccc1
0.0822 | CCn1c(SCC(=O)Nc2c(C)n(C)n(-c3ccccc3)c2=O)nnc1-c1cccc(C)c1
-0.836 | Cn1cccc1C(=O)N1CCN(c2cccc(C(F)(F)F)c2)CC1
-0.276 | CC(=O)O[C@]1(C(C)=O)CC[C@H]2[C@@H]3C[C@H](C)C4=CC(=O)CC[C@]4(C)[C@H]3CC[C@@]21C
-1.52 | CCc1nn(C(C)C(=O)N2CCc3ccccc3C2)c(=O)c2cc3occc3n12 (stereo not given)
-0.931 | CCOC(=O)Cc1nnc(NC(=O)CSc2ccc(C)cc2)s1
0.931 | COc1ccc(NC(=O)CN(C)S(=O)(=O)c2ccc(Cl)cc2)c([N+](=O)[O-])c1
-0.125 | COc1ccc(NC(=O)CSc2nnc(-c3ccccc3)n2N)cc1
-0.723 | CCn1ncc(C2=NOC(C(=O)NCc3ccc(OC)cc3)C2)c1C (stereo not given)
0.54 | Cc1[nH]c(=O)[nH]c(=O)c1S(=O)(=O)N1CCCC(C(=O)NCc2ccco2)C1 (stereo not given)
-1.44 | CCN(CC)c1ccc(NC(=O)CN2CCN(c3ccccc3F)CC2)cc1
-0.171 | CCCCn1nnnc1NCc1cccc(OC)c1OC
-0.0474 | Cc1ccc2nc(Cc3ccc(N)cc3)[nH]c2c1
-1.31 | CC12CC3(C)CC(C)(C1)CC(C(=O)NC(=S)N1CCOCC1)(C2)C3
-1.11 | Cc1ccc(NC(=O)N2CCc3ccccc3C2)cc1
0.085 | CN(C)CCCn1c(SCC(=O)Nc2sc3c(c2C#N)CCCC3)nnc1-c1ccncc1
-0.234 | Cn1cc(C(F)(F)F)nc1-c1ccc(OCC(O)CNCCOc2ccc(O)c(C(N)=O)c2)cc1 (stereo not given)
-0.134 | CN1C(=O)c2ccc(C(=O)NCc3ccccc3)cc2C1=O
-0.261 | Oc1ccc(Cl)cc1-c1cc(-c2ccccc2Cl)[nH]n1
0.0582 | CCC1C(=O)N=C(SCC(=O)Nc2ccc(C(=O)OC)cc2)NC1=O (stereo not given)
-2.78 | Cc1ccc(Sc2c(C#N)c(-c3ccccc3)nn2C)cc1
0.687 | COc1cccc(OCC(=O)Nc2ccc(OC)c(OC)c2)c1
-0.0294 | COCCn1c(=S)[nH]c2cc(C(=O)N3CCN(c4ccc(F)cc4)CC3)ccc2c1=O
0.776 | NC(=O)CSc1nnc2sc3ccccc3n12
0.00214 | Cc1cccc(-n2ncc3c(N4CCOCC4)ncnc32)c1
-1.78 | CC(C)OC(=O)CSc1nc(-c2ccc(F)cc2)cc(C(F)(F)F)n1
0.00298 | Cc1ccc(CSCC(=O)N2CCOCC2)cc1
0.0792 | c1ccc2c(c1)[nH]c1nc3nncn3nc12
-1.56 | Cc1cc(C(=O)CSc2nnc(Nc3ccccc3)s2)c(C)n1CC1CCCO1 (stereo not given)
0.135 | Cc1cc(C)n2nc(SCC(=O)Nc3c(C)nn(-c4ccccc4)c3C)nc2n1
0.132 | COc1ccc(-n2ncc3c(=O)n(CC(=O)OCc4ccccc4)cnc32)cc1
-3.2 | COc1ccc(CC(=O)Nc2nnc(SCc3ccccc3)s2)cc1S(=O)(=O)N1CCOCC1
-0.135 | CCC1(C)CC(=O)N(c2ccc(C(=O)O)c(O)c2)C1=O (stereo not given)
0.89 | COc1ccc(S(=O)(=O)N(C)CC(=O)Nc2cccc(C(C)=O)c2)cc1
-1.19 | OC(c1ccccc1)c1nc2ccccc2s1 (stereo not given)
0.1 | CCOc1cccc(OCCCCn2ccnc2)c1
0.00189 | CCOC(=O)c1c(C)[nH]c(C(=O)OCC(=O)N(C)C2CCS(=O)(=O)C2)c1C (stereo not given)
-0.183 | COc1ccc(CCNC(=O)C2CCC(CNc3c(N4CCCC4)c(=O)c3=O)CC2)cc1OC (stereo not given)
-0.624 | C/C(CC1CC(COCC(C)C)OC1=O)=N\Nc1nc(-c2ccccc2)cs1 (stereo not given)
0.494 | CC1=C(C#N)C(Nc2ccc(C)cn2)(C(F)(F)F)C(=O)N1 (stereo not given)
0.3 | c1coc(Cn2nnnc2CN2CCN(C3CCCC3)CC2)c1
0.0718 | COc1cccc(NC(=O)Cc2c(C(=O)O)[nH]c3ccccc23)c1
0.149 | CCOC(=O)c1c(C)nc2sc(C(N)=O)c(N)c2c1-c1ccccc1
0.482 | CC(=O)Nc1ccc(S(=O)(=O)NC(CC(=O)N(C)Cc2ccccc2)C(C)C)cc1 (stereo not given)
0.0597 | COc1cccc(-n2c(SC3CCOC3=O)nc3ccccc3c2=O)c1 (stereo not given)
-3.25 | CCOC(=O)c1c(NC(=O)COC(=O)Cn2c(C(F)(F)F)nc3ccccc32)sc(C)c1C
-3.73 | Cc1ccc(C)c(NS(=O)(=O)c2cc(C(=O)N3CCc4ccccc4C3)ccc2Cl)c1
-1.13 | Cc1ccc(Nc2nnc(SCn3nnc4ccccc4c3=O)s2)cc1

Following part
Cav32 inh | canonical_smiles
-3.66 | COc1cc(NC(=O)CC2NCCNC2=O)cc(OC)c1 (stereo not given)
0.539 | Cc1ccc(-c2nn(CC(=O)Nc3ccc4c(c3)nc3n4CCOC3)c(=O)c3ccccc23)cc1
0.207 | Cn1c(CNC(=O)c2ccco2)nnc1SCC(=O)Nc1cccc(Br)c1
-2.37 | COc1ccccc1NC(=O)CSc1nnc(Cc2cccn2C)n1-c1ccc(F)cc1
0.0379 | NC(=O)c1ccc(NC(=O)CCCc2nc(-c3ccccc3Cl)no2)cc1
-0.558 | CCCCNc1nc(N(C)c2ccccc2)nc(-n2ccnc2)n1
0.52 | O=C(NC1CC1)C1=C[C@H](c2ccc(C(F)(F)F)cc2)C[C@H](OCCCCO)O1
-0.149 | COc1ccc(CNC(=S)Nc2cc(C)cc(C)c2)cc1
-0.279 | CCCn1nc2ccccc2c1P(=N)(N1CCOCC1)N1CCOCC1
0.421 | COCC(=O)NCc1nc2ccccc2n1Cc1ccccc1F
0.25 | COc1ccc(S(=O)(=O)Nc2ccc3oc(C)c(C(=O)O)c3c2)cc1
-0.498 | COc1cc(C(=O)O)ccc1OCC(=O)N1CCOCC1
1.6 | COc1ccc(OC)c(-n2c(-c3cnccn3)n[nH]c2=S)c1
-0.473 | CC(NC(=O)C1CCCN(S(=O)(=O)c2cccc3nonc23)C1)c1ccccc1 (stereo not given)
-0.437 | NC(=O)C1CCCN(CCc2ccccc2)C1 (stereo not given)
0.00615 | Cc1ccc(C(=O)Nc2ccc(Oc3ccc(C(=O)O)c(C(=O)O)c3)cc2)cc1C
0.821 | NS(=O)(=O)c1cc(C(=O)N2CCc3ccccc32)c(Cl)cc1Cl
-0.104 | CCN1C(=O)N[C@H](c2ccc(Br)cc2)C(C(=O)OC)=C1C
-3.26* | CC(C)n1c(C(=O)OCC(=O)NCc2ccc3c(c2)OCO3)cc2sccc21
0.884 | O=C1CCCCCN1C(=O)c1ccc(C(=O)N2CCCCCC2=O)cc1
0.903 | Cc1ccc(-n2c(=O)c3sccc3n(CC(=O)NCc3ccco3)c2=O)cc1
-2.33 | COc1ccccc1OCc1nc(C#N)c(N2CCC(C(N)=O)CC2)o1
1.33 | COCCCNC(=O)CC1Oc2ccccc2NC1=O (stereo not given)
-0.987 | Cc1ccc(NC(=O)c2cnn(-c3ccccc3)c2NC(=O)c2ccco2)cc1C
-0.128 | COC(=O)c1ccc(Oc2cc(C)nc(NCc3ccccc3)n2)cc1
-0.0744 | O=C(O)[C@H]1CCCC[C@H]1C(=O)Nc1ccc(Nc2ccccc2)cc1
-3.97 | COc1ccc(Cc2noc(-c3ccc(OC)c(OC)c3)n2)cc1OC
-0.906 | O=C(NCc1ccc(F)cc1)C(Cc1ccccc1)NS(=O)(=O)c1cccs1 (stereo not given)
0.0825 | CCCCOc1ccc(OC(=O)c2cccnc2)cc1
0.834 | CCN1CCc2nc(SCC(=O)Nc3ccc(OC)cc3)c(C#N)cc2C1
0.87 | COc1cccc2c(=O)n(CC(=O)Nc3cccc(F)c3)ccc12
-1.92 | CCOC(=O)C1=C(O)/C(=C/c2ccc(-c3ccccc3C(=O)O)o2)SC1=Nc1ccc(OC)cc1
-0.108 | CCC(C)C(NC=C1C(=O)OC(C)(C)OC1=O)C(=O)O (stereo not given)
-0.784 | C[C@H](NC(=O)OCc1ccccc1)c1nnc([C@H](C)NC(=O)OCc2ccccc2)o1
0.146 | Cc1cccc(/C(N)=N/OC(=O)c2cccs2)c1
0.000204 | Cn1c(=O)c2c(nc(SCc3nn[nH]n3)n2Cc2ccccc2F)n(C)c1=O
0.448 | CN1CCN(Cc2nc3c(c(=O)n(C)c(=O)n3C)n2Cc2cccc3ccccc23)CC1
-4.02 | COC(=O)c1ccc(OC)c(CSc2nnc(COc3ccccc3)o2)c1
-2.62 | COc1cnc(-c2ccccn2)nc1Sc1ccc(Cl)cc1
0.842 | Cc1cc(C)nc(/N=C(/NC(=O)c2ccccc2)Nc2ccccc2)n1
1.2 | COc1ccc(/C(N)=N/OC(=O)c2ccc(C)c([N+](=O)[O-])c2)cc1
-3.25 | COc1ccc(S(=O)(=O)N(CC(=O)N2CCN(c3ccccc3OC)CC2)c2ccccc2)cc1
-0.488 | Brc1cccc(-c2nc(-c3ccncc3)no2)c1
1 | CC1CCN(C2(O)C(=O)Nc3ccc([N+](=O)[O-])cc32)CC1 (stereo not given)
-0.0268 | CN1CC(=O)N(CC(=O)Nc2ccc(N(C)C)cc2)c2ccccc2C1=O
0.115 | O=C(CCCCn1c(=O)c2ccccc2n(CC(=O)NC2CCCC2)c1=O)NCc1ccco1
-2.59 | O=C(CCCNC(=O)/C(=C\c1ccc(F)cc1)NC(=O)c1ccccc1)OCc1ccccc1
-0.727 | CC(=O)NC(=S)Nc1ccc(NC(=O)COc2ccc(Cl)cc2)cc1
-4.23* | CCOC(=O)C1CCCN(C(=O)c2cc3c(-c4cccc(OC)c4)nn(C)c3s2)C1 (stereo not given)
-0.00146 | COc1cc(S(=O)(=O)Nc2ccccc2)ccc1NC=O
0.179 | C=C1c2ccccc2NC(=O)N1c1ccc(C)cc1
0.263 | CC(C)CCn1nc(C(=O)OC(C)C(=O)NC(N)=O)c2ccccc2c1=O (stereo not given)
-4.03 | Cc1ccc(-c2csc3n[nH]c(=S)n23)cc1
-0.455 | O=C(CNC(=O)c1cccs1)NCC(=O)OCc1ccccc1Cl
0.868 | Cn1ccs/c1=N\S(=O)(=O)c1ccc(F)cc1
-1.57 | CCOC(=O)c1sc2nc(CC(=O)OC)nc(NCc3ccc(Cl)cc3)c2c1C
0.328 | CNC(=O)c1sc(-c2ccccc2)nc1C
-6.06* | CC(Oc1ccc(Cl)cc1)c1ccnn1S(=O)(=O)c1ccccc1 (stereo not given)
-1.37 | OCCN(Cc1ccccc1)Cc1ccc(Cl)cc1Cl
-3.5* | C=CCn1c(SCc2c(C(=O)OC)sc(N)c2C(=O)OC)nnc1-c1ccc(Cl)cc1

Part of the list above in order of molecular weight, rising:
Cav32 inh | canonical_smiles
0.328 | CNC(=O)c1sc(-c2ccccc2)nc1C
-0.108 | CCC(C)C(NC=C1C(=O)OC(C)(C)OC1=O)C(=O)O (stereo not given)
-0.488 | Brc1cccc(-c2nc(-c3ccncc3)no2)c1
0.87 | COc1cccc2c(=O)n(CC(=O)Nc3cccc(F)c3)ccc12
1.2 | COc1ccc(/C(N)=N/OC(=O)c2ccc(C)c([N+](=O)[O-])c2)cc1
0.842 | Cc1cc(C)nc(/N=C(/NC(=O)c2ccccc2)Nc2ccccc2)n1
-6.06* | CC(Oc1ccc(Cl)cc1)c1ccnn1S(=O)(=O)c1ccccc1 (stereo not given)
-0.0268 | CN1CC(=O)N(CC(=O)Nc2ccc(N(C)C)cc2)c2ccccc2C1=O
-0.455 | O=C(CNC(=O)c1cccs1)NCC(=O)OCc1ccccc1Cl
-0.727 | CC(=O)NC(=S)Nc1ccc(NC(=O)COc2ccc(Cl)cc2)cc1
-0.784 | C[C@H](NC(=O)OCc1ccccc1)c1nnc([C@H](C)NC(=O)OCc2ccccc2)o1
0.115 | O=C(CCCCn1c(=O)c2ccccc2n(CC(=O)NC2CCCC2)c1=O)NCc1ccco1
-3.5* | C=CCn1c(SCc2c(C(=O)OC)sc(N)c2C(=O)OC)nnc1-c1ccc(Cl)cc1
-1.92 | CCOC(=O)C1=C(O)/C(=C/c2ccc(-c3ccccc3C(=O)O)o2)SC1=Nc1ccc(OC)cc1
-3.25 | COc1ccc(S(=O)(=O)N(CC(=O)N2CCN(c3ccccc3OC)CC2)c2ccccc2)cc1

New compounds follow:
Cav32 inh | canonical_smiles
-0.643 | CCOC(=O)CSc1nc2ccccc2c(=O)n1CC1CCCO1 (stereo not given)
-2.99 | CC(C)CN1C(=O)NC(NC(=O)c2cccnc2)(C(F)(F)F)C1=O (stereo not given)
-0.00789 | CN1C(=O)C2(C(C#N)=C(N)N(c3cc(Cl)cc(Cl)c3)C3=C2C(=O)CC(C)(C)C3)c2ccccc21 (stereo not given)
0.805 | CCS(=O)(=O)NCCc1csc(-c2cccnc2)n1
1.22 | CCCOc1ccc(C2(C(=O)O)CCCC2)cc1
-0.0124 | COc1ccc(C2CC(c3ccccc3)n3nnnc3N2)cc1 (stereo not given)
-0.365 | COc1ccc(N(CC(=O)O)S(=O)(=O)c2c(C)n[nH]c2C)cc1
0.967 | Fc1ccc(Oc2nccc(-c3ccc(Cl)cc3)n2)cc1

This is a subset (hit frequency here may not be typical).
